# Compound activity deposited in PubChem BioAssay by National Center for Advancing Translational Sciences (NCATS).
# EPAC2 antagonist = qHTS for Antagonist of cAMP-regulated guanine nucleotide exchange factor 2 (EPAC2): primary screen; Rap guanine nucleotide exchange factor 4 (Homo sapiens), Q8WZA2; EPAC2 GEF exchange of Rap1B-BODIPY-GDP, fluorescence; Potency, µM (titrated, usually from 114 µM), inactives show at the highest dose activity, negative = inhibition, most hits filed as inhibitors; 360,000 compounds, 0.18% hits; also: potency is read from the fitted curve at half-maximal effect; % is scaled to controls: 0 for no effect and ±100 for the full control effect; nearly all actives have a fitted effect of over 45% in size; many of its hits are not listed in these tables
# Target sequence (Q8WZA2 whole entry, looked up): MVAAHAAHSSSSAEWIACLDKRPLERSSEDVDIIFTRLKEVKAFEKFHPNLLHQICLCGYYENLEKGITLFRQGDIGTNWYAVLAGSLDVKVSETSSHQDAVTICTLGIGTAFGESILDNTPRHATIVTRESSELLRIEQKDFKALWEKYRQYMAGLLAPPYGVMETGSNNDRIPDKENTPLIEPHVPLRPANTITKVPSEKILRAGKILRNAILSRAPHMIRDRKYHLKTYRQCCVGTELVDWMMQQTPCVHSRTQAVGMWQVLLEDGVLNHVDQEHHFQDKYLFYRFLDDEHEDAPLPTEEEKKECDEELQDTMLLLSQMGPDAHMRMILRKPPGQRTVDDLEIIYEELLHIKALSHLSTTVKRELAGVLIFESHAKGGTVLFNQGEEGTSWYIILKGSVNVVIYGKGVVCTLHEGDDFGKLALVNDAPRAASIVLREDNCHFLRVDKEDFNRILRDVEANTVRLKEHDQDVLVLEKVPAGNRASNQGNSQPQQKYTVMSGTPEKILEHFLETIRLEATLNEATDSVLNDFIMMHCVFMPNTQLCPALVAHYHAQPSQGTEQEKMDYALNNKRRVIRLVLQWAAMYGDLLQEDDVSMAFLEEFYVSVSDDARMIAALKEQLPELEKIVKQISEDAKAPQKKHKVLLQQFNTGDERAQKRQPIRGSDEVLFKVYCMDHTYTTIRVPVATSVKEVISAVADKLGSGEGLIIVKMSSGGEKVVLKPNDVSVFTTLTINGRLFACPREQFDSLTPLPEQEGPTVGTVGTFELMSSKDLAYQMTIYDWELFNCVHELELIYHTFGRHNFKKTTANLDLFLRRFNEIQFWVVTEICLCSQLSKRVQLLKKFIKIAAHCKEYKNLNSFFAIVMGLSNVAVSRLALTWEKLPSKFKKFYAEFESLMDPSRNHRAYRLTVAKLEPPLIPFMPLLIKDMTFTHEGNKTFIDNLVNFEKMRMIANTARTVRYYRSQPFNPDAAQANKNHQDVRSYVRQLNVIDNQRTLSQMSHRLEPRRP
# Nrf2 activator = qHTS of Nrf2 Activators; Potency, µM (top dose mostly 46.1 µM), for the others: top-dose activation, actives largely listed as activators; 410,000 compounds, 0.31% hits; AID 624171, 2012; AREc32 ARE-luciferase reporter (MCF7-derived line), luminescence, 24 h; also: potency is read from the fitted curve at half-maximal effect; % of control where 0% means no effect; nearly all actives have a fitted effect of over 65% in size
#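 Quantitative high-throughput format: AREc32 reporter cells, 1000 per well, received compound by pin transfer and were incubated 24 hr at 37 deg C, 5% CO2, before Steady-Glo luminescence detection.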
# Nrf2 inh = Nrf2 qHTS screen for inhibitors | A549 ARE-Fluc reporter, luciferase luminescence, 18-24 h | Potency, µM (top dose mostly 46 µM), inactives show top-dose activity change, negative = inhibition, usual class: inhibitors | 360,000 compounds, 2.1% hits; also: potency is read from the fitted curve at half-maximal effect; % is scaled to controls: 0 for no effect and ±100 for the full control effect; nearly all actives have a fitted effect of over 60% in size
#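 In this cell-based qHTS, ARE-driven firefly luciferase in A549 cells reports Nrf2 activity; the luminescent signal after BugLite lysis is the measured value, with a prior CellTiter-Fluor read for cell health.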
# A549 tox = Nrf2 qHTS screen for inhibitors: counterscreen for cytotoxicity. A549 ARE-Fluc cells, CellTiter-Fluor viability, 18-24 h. Potency, µM (series often up to 46 µM), inactives show at the top dose activity change, negative = cytotoxicity, hits mostly inhibitors. 390,000 compounds, 0.16% hits. AID 504648, 2011; also: potency is read from the fitted curve at half-maximal effect; % is scaled to controls: 0 for no effect and ±100 for the full control effect
#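 A549 ARE-Fluc cells in 5% FBS OPTI-MEM, 5000 cells/well, rested 2 h then exposed to compounds in concentration-response for 18-24 h at 37 °C. Viability by CellTiter-Fluor fluorescence (Ex 405/Em 525) after 30 min; luciferase luminescence (BugLite, 15 min, RT) read afterwards.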
# CCT chaperon mod = High-Throughput Screening for Modulators of Cytosolic Chaperonin Activity | purified chaperonin ATPase assay, HTRF ADP detection, 30 min | activity change, % (test concentration not listed), hits read low | 360,000 compounds, 0.3% hits; in the data active = activity change below about -30%; also: % is scaled to controls: 0 for no effect and ±100 for the full control effect
#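 We incubate TRiC, 40 or 20 nM final, with library compounds at 76 uM and 10 uM ATP for 30 min at 37 °C. ADP formed is detected with Transcreener HTRF reagents after 30 min at room temperature.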
# TGFb SMAD3 inh = qHTS for Inhibitors of TGF-b; 410,000 compounds, 1.2% hits; Potency, µM (doses to about 46.1 µM), inactives show at the highest dose activity, negative = inhibition, hits mostly inhibitors; HepG2 CAGA-GFP TGF-b/SMAD3 reporter, GFP fluorescence, 18 h; TGF-beta stimulated, 500 pg/mL final; also: potency is read from the fitted curve at half-maximal effect; % is scaled to controls: 0 for no effect and ±100 for the full control effect; nearly all actives have a fitted effect of over 65% in size
#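 GFP signal (ex488/em500-530) from TGF-beta-stimulated HEPG2 CAGA-GFP cells, 500 pg/mL final, 18 h at 37 degrees C in DMEM plus 1% FBS, normalized to unstimulated and DMSO-stimulated controls.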
# MmCpn inh = Inhibitors of TCP-1 ring complex (TRiC) of Methanococcus maripaludis (MmCpn): qHTS. Chaperonin Mm-Cpn (Methanococcus maripaludis). purified Mm-Cpn ATPase, ADP Transcreener TR-FRET. Potency, µM (highest dose often 76.9 µM), for inactives: at the top dose activity, negative = inhibition, actives largely listed as inhibitors. 330,000 compounds, 0.031% hits. AID 504842, 2011; also: potency is read from the fitted curve at half-maximal effect; % is scaled to controls: 0 for no effect and ±100 for the full control effect; nearly all actives have a fitted effect of over 80% in size
#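 Reaction buffer contained 30 mM Tris pH 7.4, 100 mM KCl, 5 mM MgCl2 and 1 mM DTT. Mm-CPN (25 nM final) hydrolysed 10 uM ATP over 30 min at 37°C; ADP was read by HTRF.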
# EPAC2 agonist = qHTS for Agonist of cAMP-regulated guanine nucleotide exchange factor 4 (EPAC2): primary screen; Potency, µM (doses to about 154 µM), for inactives: top-dose activation, actives largely listed as activators; 360,000 compounds, 0.079% hits; EPAC2 activation, biochemical qHTS; response scale: 100% = 6.5 mM cAMP response; also: potency is read from the fitted curve at half-maximal effect; nearly all actives have a fitted effect of over 50% in size
#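 Each well held 100 nM EPAC2, 250 nM RAP1B-BODIPY-GDP and 50 uM GDP. Fluorescence, read at 5-min intervals to 30 min, was referenced to a 6.5 mM cAMP positive control.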
# Akt phos inh = HTS Assay for Inhibitors of Akt Phophorylation: Primary Screen. AID 651550, 2012. Neuro2A IGF-stimulated pAkt S473 HTRF, 20 min; active compounds read low. activity change, % for hits at 50 µM. 360,000 compounds, 0.32% hits; in the data active = activity change below about -80%; inconclusive = mostly about -51% to -80%; also: % is scaled to controls: 0 for no effect and ±100 for the full control effect
#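 Single-point screen (50 µM final compound) in Neuro2A cells stimulated 20 min with 6 nM IGF at 37 deg C. After lysis, Ser473-phosphorylated Akt read by HTRF (ex 330 nm, em 615/665 nm) as the 665/615 ratio.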
# * marks the source's active call; other numbers are inactive results; i = inactive; ? = inconclusive; nt = no result given; [ ] = remark or other dose. Unless noted, calls follow the shape of the dose curve; as a rule, active = well fitted curve in the direction sought with a large enough effect; inconclusive = small, poorly fitted or top-dose-only effect, or another doubt; inactive = no such curve, though single readings can be large; an effect the other way counts as inactive or inconclusive. Only part of the results is shown; count on the stated rates, not on these rows.
SMILES,EPAC2 antagonist,Nrf2 activator,Nrf2 inh,A549 tox,CCT chaperon mod,TGFb SMAD3 inh,MmCpn inh,EPAC2 agonist,Akt phos inh
Cc1cccc[n+]1CCCCCCCCCC[n+]1ccccc1C,4.2%,-0.1%,?,-16.9%,-1.7,?,-1.8%,-2.2%,i
O=C(N/N=C/c1ccc([N+](=O)[O-])o1)c1cc(-c2ccc(-c3ccccc3)cc2)nc2ccccc12,4.6%,17.2%,?,-28.5%,-1.1,-13.7%,-3.9%,-1.1%,i
Cn1c(C(=O)OC(C(=O)NCC2CCCO2)c2cccnc2)cc2sccc21 (stereo not drawn),4.5%,-0.6%,-5.7%,11.3%,-2.9,2.5%,-1.8%,2.1%,i
N#C/C(=C\c1c(Cl)cccc1Cl)c1nc2ccccc2[nH]1,-21.9%,15.9%,5.7%,0.5%,-1.5,0.0%,-1.4%,14.6%,i
O=C(CCC(=O)Nc1cccc(Cl)c1)N/N=C/c1cc([N+](=O)[O-])ccc1O,4.5%,0.5%,-3.3%,-0.8%,-2.4,-35.6%,-0.6%,-1.7%,i
COc1cc([N+](=O)[O-])ccc1NC(=S)NNC(=O)CCC(=O)Nc1ccccc1Cl,-5.7%,3.0%,9.2%,-11.5%,0.4,-13.3%,-6.1%,6.6%,i
CCS(=O)(=O)NCCc1cc2ccc(C)cc2[nH]c1=O,-8.6%,-0.2%,nt,1.0%,-2.6,-10.3%,0.1%,1.2%,i
CCOC(=O)C1(C)CCN1C(=O)c1ccccc1OC(F)(F)F (stereo not drawn),0.3%,0.0%,nt,nt,-2.4,-12.9%,nt,-5.8%,i
O=C(NCCN1CCOCC1)c1ccc(F)cc1,-3.5%,0.1%,-3.8%,-2.3%,-2.5,-3.4%,-3.1%,6.1%,-101.0%*
CCc1ccccc1N(C)C(=O)c1cc2c(s1)-c1c(C)cccc1OC2,nt,6.5%,-11.1%,6.5%,nt,?,nt,nt,nt
COCCCNC(=O)c1cc2c(=O)oc3ccc(C)cc3c2s1,nt,6.5%,11.7%,-1.9%,nt,-2.4%,nt,nt,nt
CCCSc1nc(N)c(C#N)c(-c2ccc(C)cc2)c1C#N,12.7%,2.5%,nt,4.9%,2.1,5.7%,?,7.7%,-90.5%*
CCN1C(=O)[C@H]2[C@@H](c3ccc(-c4ccc(OC)cc4)cc3)N3CCC[C@@]3(C(=O)OC)[C@H]2C1=O,-25.7%,1.1%,-6.5%,-2.8%,-2.1,?,-10.5%,3.5%,i
O=C1c2ccsc2SCCN1Cc1cccc(F)c1,-6.3%,-0.4%,5.8%,0.9%,1.2,-22.5%,-1.4%,14.5%,i
CCCN(C(=O)COC(=O)c1[nH]c(C)c(C(=O)OC)c1C)c1c(N)n(Cc2ccccc2)c(=O)[nH]c1=O,2.4%,4.5%,-7.6%,-3.8%,2.0,-1.5%,1.8%,0.7%,i
CCn1cc(CNC(=O)CC2C(=O)NCCN2CC(c2ccccc2)c2ccccc2)cn1 (stereo not drawn),-5.3%,0.0%,-4.9%,2.2%,-2.2,34.7%,3.3%,3.1%,i
CCCCn1c(SCC(=O)Nc2cc(C)on2)nc2ccsc2c1=O,3.5%,0.1%,nt,-2.2%,-2.1,12.5%,-17.1%,6.1%,-101.2%*
COc1ccc(OC)c(C(=O)CSc2nnnn2C)c1,4.4%,-0.7%,-11.8%,-4.7%,-1.5,-2.8%,-2.4%,3.2%,i
Cc1cc(C)c(C)c(OCC(=O)NCC2CCCO2)c1 (stereo not drawn),-0.8%,-0.1%,-5.9%,-1.3%,-2.7,-0.7%,-1.4%,7.1%,i
Cc1ccc(NC(=O)C2=CC(c3ccc4c(c3)OCO4)=NS(=O)(=O)N2C)cc1,nt,-0.2%,-2.8%,-1.0%,nt,12.5%,nt,nt,nt
COCCN(C(=O)COC(=O)c1ccc(C=O)cc1)c1c(N)n(Cc2ccccc2)c(=O)[nH]c1=O,12.3%,-0.3%,?,-10.8%,-0.9,-20.1%,-0.4%,-1.0%,i
O=C(COc1ccccc1Cl)c1ccc2c(c1)CCCC2,-6.0%,2.9%,?,6.8%,-3.8,-3.5%,-1.8%,5.2%,i
O=C(C(Cc1ccc(Cl)cc1)NS(=O)(=O)c1ccccc1)N1CC[C@@]2(O)CCCC[C@H]2C1 (stereo partly drawn),5.5%,3.1%,-13.5%,-9.7%,0.6,-23.3%,0.0%,-4.5%,i
CC1CCCC(C)N1C(=O)CN1C(=O)c2ccccc2S1(=O)=O (stereo not drawn),3.1%,-1.0%,0.8%,10.0%,2.2,-1.3%,-0.7%,5.4%,i
CCCCn1nnc(NC(=S)NC(=O)c2ccc(-c3cccc(Cl)c3Cl)o2)n1,6.4%,2.3%,15.3%,18.0%,-0.5,-3.1%,-3.2%,19.4%,i
CCN1CCN(C(C(=O)NC2CCCC2)c2ccc(Cl)cc2)CC1 (stereo not drawn),14.0%,-0.7%,-0.2%,2.6%,-0.8,-0.1%,1.0%,9.1%,i
CC(=O)OCc1cc(=O)n2nc(C3CCCCC3)sc2n1,nt,1.4%,21.8%,1.2%,nt,-2.0%,nt,nt,nt
COC(=O)[C@H](CCSC)NC(=O)NCCC1=CCCCC1,-3.7%,0.1%,nt,-1.3%,-2.3,-3.6%,0.4%,7.1%,i
COc1ccc(S(=O)(=O)Nc2ccc(F)c(Cl)c2)cc1OC,-14.5%,-0.5%,?,-6.6%,-2.9,0.2%,1.1%,-28.1%[15.6 µM],nt
CC(=O)Oc1c(Cl)cc(N(C(C)=O)S(=O)(=O)c2ccccc2)c2ccccc12,-2.2%,16.3%,-14.8%,?,0.4,?,nt,16.4%,i
COC(=O)c1ccc(OC(=O)CCS(=O)(=O)c2ccc(C)cc2)cc1,-1.2%,-0.3%,10.8%,-3.7%,-2.5,-3.4%,-3.7%,6.9%,i
O=S(=O)(Nc1cccc(CCc2ccccn2)c1)c1ccc(Cl)cc1,-21.8%,4.3%,-0.3%,-4.1%,-0.1,?,4.0%,10.9%,i
CN(C)C(=O)CSc1nnc(CCCCCNC(=O)OC(C)(C)C)o1,-2.7%,-0.6%,12.1%,-7.1%,-4.8,3.1%,-0.8%,9.1%,i
CSc1nsc(SC)c1C(=O)Nc1ccc(C(C)(C)C)cc1,-3.6%,11.2µM*,?,5.6%,1.7,18.8%,0.9%,1.5%,i
CC(C)(C)C1(O)CC(C(F)(F)F)=NN1C(=O)CCc1ccccc1 (stereo not drawn),?,3.0%,-5.6%,-0.7%,1.0,-13.3%,-0.7%,-2.7%,i
CC(C)CN(C(=O)c1cc([N+](=O)[O-])cc([N+](=O)[O-])c1)C1CCS(=O)(=O)C1 (stereo not drawn),1.0%,0.4%,-11.4%,-5.6%,-1.3,-5.1%,-0.1%,-0.3%,i
CCOC(=O)c1cccc(N2C(=O)C3C(C2=O)C2C=CC3C23CC3)c1 (stereo not drawn),3.8%,1.7%,2.3%,5.5%,-1.1,6.8%,0.4%,-1.1%,i
CCC(=O)N(Cc1cc2cc(OC)ccc2[nH]c1=O)c1cccc(C)c1,5.8%,0.2%,6.9%,-7.2%,0.0,0.0%,0.1%,-0.4%,i
CCOc1ccc(-n2c(C)cc(C(=O)CCl)c2C)cc1,8.91µM*,?,-25.8%,-28.9%,-2.2,12.6µM*,-1.1%,9.2%,i
COc1ccc(NS(=O)(=O)c2cccc(C(=O)NNC(=O)c3ccc(NC(C)=O)cc3)c2)cc1,-5.3%,2.2%,-20.1%,-15.6%,2.5,-19.4%,1.4%,7.7%,i
COc1cc(C2NCCC(=O)C2(C)C)cc(OC)c1OC (stereo not drawn),-8.5%,-0.1%,-12.8%,0.8%,-1.9,4.3%,0.2%,5.8%,i

# Compound profiles (already shown). Values in the order: EPAC2 antagonist, Nrf2 activator, Nrf2 inh, A549 tox, CCT chaperon mod, TGFb SMAD3 inh, MmCpn inh, EPAC2 agonist, Akt phos inh
# COc1ccc(NS(=O)(=O)c2cccc(C(=O)NNC(=O)c3ccc(NC(C)=O)cc3)c2)cc1 is listed as -5.3%, 2.2%, -20.1%, -15.6%, 2.5, -19.4%, 1.4%, 7.7%, i
# CCC(=O)N(Cc1cc2cc(OC)ccc2[nH]c1=O)c1cccc(C)c1 is listed as 5.8%, 0.2%, 6.9%, -7.2%, 0.0, 0.0%, 0.1%, -0.4%, i
# CCOc1ccc(-n2c(C)cc(C(=O)CCl)c2C)cc1 is listed as 8.91µM*, ?, -25.8%, -28.9%, -2.2, 12.6µM*, -1.1%, 9.2%, i
# CCOC(=O)c1cccc(N2C(=O)C3C(C2=O)C2C=CC3C23CC3)c1 (stereo not drawn) is listed as 3.8%, 1.7%, 2.3%, 5.5%, -1.1, 6.8%, 0.4%, -1.1%, i
# COc1cc(C2NCCC(=O)C2(C)C)cc(OC)c1OC (stereo not drawn) is listed as -8.5%, -0.1%, -12.8%, 0.8%, -1.9, 4.3%, 0.2%, 5.8%, i
